Screens (PubChem BioAssay)
RORgamma inh – inhibitors of mouse ROR gamma transcriptional activity; AID 2551; Drosophila S2 Gal4-RORgamma UAS-luciferase reporter, 20 h; Potency, µM (series often up to 53.6 µM), inactives show top-dose activity change, negative = inhibition, usual class: inhibitors; P51450; actives 5.4% (n = 310,000); note: potency is the fitted concentration of half-maximal effect; % is set by controls: 0 for no effect and ±100 for the full control effect; nearly all actives have a fitted effect of over 60% in size
Target sequence (P51450 whole entry, looked up, the tested form may be a part): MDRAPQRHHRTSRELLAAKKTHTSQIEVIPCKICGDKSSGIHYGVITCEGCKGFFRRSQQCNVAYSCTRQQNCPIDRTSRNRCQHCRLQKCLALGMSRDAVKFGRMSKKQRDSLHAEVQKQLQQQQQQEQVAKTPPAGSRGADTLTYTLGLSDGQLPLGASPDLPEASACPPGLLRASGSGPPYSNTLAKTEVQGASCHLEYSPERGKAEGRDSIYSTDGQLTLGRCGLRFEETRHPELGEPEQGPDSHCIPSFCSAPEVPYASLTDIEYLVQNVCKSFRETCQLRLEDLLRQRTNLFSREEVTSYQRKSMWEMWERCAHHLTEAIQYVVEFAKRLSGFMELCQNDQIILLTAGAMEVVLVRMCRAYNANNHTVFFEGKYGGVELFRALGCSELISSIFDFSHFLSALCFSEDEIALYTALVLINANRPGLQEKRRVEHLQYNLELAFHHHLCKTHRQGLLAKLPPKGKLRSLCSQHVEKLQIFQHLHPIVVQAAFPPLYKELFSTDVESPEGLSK
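Using a luciferase readout, inhibitors were identified by reduced reporter activity in Drosophila cells coexpressing a copper-inducible Gal4–ROR gamma fusion and UAS-driven Photinus luciferase, incubated 20 hr after 700 uM copper sulfate.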
VP16 counter – Gal4-VP16 reporter inhibition counter-screen | Drosophila S2 Gal4-VP16 UAS-luciferase, luminescence, 20 h | AID 2546 | Potency, µM (highest dose often 53.6 µM), without a hit: top-dose activity, negative = inhibition, most hits filed as inhibitors | actives 3.5% (n = 310,000);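 note: Gal4-VP16 expression switched on by copper sulfate through the metallothionein promoter; potency is the fitted concentration of half-maximal effect; % is set by controls: 0 for no effect and ±100 for the full control effect; nearly all actives have a fitted effect of over 50% in size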
ELG1 genotoxic – inducers of genotoxicity in HEK293T ELG1-luciferase cells; HEK293T ELG1-luciferase reporter, luminescence, 16 h; Potency, µM (highest dose often 46 µM), inactives show at the highest dose activity change, positive = activation, actives largely listed as activators; actives 1.3% (n = 330,000); note: potency is the fitted concentration of half-maximal effect; % of control where 0% means no effect; nearly all actives have a fitted effect of over 60% in size
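Reporter readout depends on ELG1 protein level, which increases with genetic stress. After 16 hr compound exposure at 37 °C, luciferase activity was quantified using ONE-Glo.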
Menin-MLL TR inh – menin-MLL binding inhibition, Texas Red mutant peptide; O00255; Menin + Texas Red MLL mutant peptide, fluorescence polarization; Potency, µM (highest dose often 61.6 µM), inactives show top-dose FP activity change, negative = inhibition, hits mostly inhibitors; actives 0.23% (n = 270,000); active = well fitted inhibition curve with a large enough effect in the polarisation, with a control signal flat, not every such curve was filed as active; inconclusive = small, poorly fitted or top-dose-only effect, or effect the other way, or a change in a side signal; inactive = no such curve, though single readings can be large or run the other way; the % refers to the polarisation; note: potency is the fitted concentration of half-maximal effect; % of control where 0% means no effect; many of its hits are not listed in these tables
Giardia kill – Giardia lamblia killing. AID 540267. actives 0.15% (n = 340,000). Giardia lamblia trophozoite viability. activity change, % at 7.66 µM, hits read low; in the data active = activity change below about -80%; inconclusive = between about -30% and that limit;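 note: parasites exposed to compound for two days anaerobically before the ATP read; % is set by controls: 0 for no effect and ±100 for the full control effect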
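Each well holds 100 Giardia trophozoites and compound. After two days (48 hrs) at 37 deg C in anaerobic conditions, ATP is quantified by luminescence.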
Rab9 promoter act – Rab9 promoter activation; Huh7 Rab9 promoter-luciferase reporter, luminescence, 24 h; Potency, µM (series often up to 9.22 µM), without a hit: top-dose activation, negative = inhibition, most hits filed as activators; actives 2.8% (n = 320,000); AID 485297; note: potency is the fitted concentration of half-maximal effect; % of control where 0% means no effect; nearly all actives have a fitted effect of over 60% in size
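Measured in stably transfected Huh7 cells bearing a Rab9 promoter–luciferase construct: 24 h compound treatment at 37 °C, followed by luminescence detection.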
PKM2 act – activators of human pyruvate kinase M2. P14618. purified PKM2, Kinase-Glo ATP luminescence, activation; response scale: 0% is enzyme alone, no compound. Potency, µM (top dose mostly 57.5 µM), without a hit: at the top dose activation, usual class: activators. actives 0.34% (n = 260,000). AID 1631; note: potency is the fitted concentration of half-maximal effect; % is set by controls: 0 for no effect and ±100 for the full control effect; nearly all actives have a fitted effect of over 55% in size
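Purified hPK-M2 (>95%) run at intermediate activity with 0.1 mM ADP and 0.5 mM PEP in 50 mM imidazole pH 7.2, KCl, MgCl2; 1 h room temperature. ATP formed read by Kinase-Glo luminescence; normalized to uninhibited and no-enzyme controls.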
BRCA1 expr up – activators of BRCA1 expression; MCF7-BRCA1-FFLuc reporter, luminescence, 48 h; response scale: scaled: vehicle 0%, 10 µM genistein 100%; Potency, µM (doses to about 46.1 µM), without a hit: at the highest dose activation, hits mostly activators; actives 1.1% (n = 380,000); note: potency is the fitted concentration of half-maximal effect; nearly all actives have a fitted effect of over 80% in size; some results filed as inactive show a strong effect at the top dose
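Reporter cells (MCF7, BRCA1 promoter-firefly luciferase) received library compounds across a concentration series for 48 h. End-point luminescence was measured and concentration-effect curves derived after normalization.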
FLuc modulator – counter-screen for miR-21 project: firefly luciferase inhibitors or activators | P08659 | purified FLuc, Km substrates, luminescence inhibition | Potency, µM (series often up to 57.5 µM), for inactives: top-dose activity change, negative = inhibition, actives largely listed as inhibitors | actives 6.9% (n = 360,000);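 note: potency is the fitted concentration of half-maximal effect; plate controls were vehicle for no effect and reference inhibitor for full effect; nearly all actives have a fitted effect of over 55% in size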
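Purified P. pyralis luciferase, 10 nM final, with Km-level 10 uM D-luciferin and 10 uM ATP in 50 mM Tris acetate pH 7.5, 10 mM Mg acetate, 0.01% Tween-20, 0.05% BSA; 6-point qHTS titration about 60 µM downward; luminescence read.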
NPC1 promoter act – NPC1 promoter activation; actives 2.4% (n = 320,000); Huh7 NPC1 promoter luciferase reporter, 24 h; AID 485313; Potency, µM (titrated, usually from 9.22 µM), without a hit: at the highest dose activation, actives largely listed as activators;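 note: potency is the fitted concentration of half-maximal effect; % of control where 0% means no effect; nearly all actives have a fitted effect of over 60% in size; reporter is driven by a mutant NPC1 promoter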
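Huh7 cells stably carrying NPC1 promoter–luciferase, plated in Opti-MEM with 10% FBS for 2 h, were exposed to compound in DMSO for 24 h at 37 °C; luciferase reagent was added for 10 min and luminescence read.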
p53 reactivation – restores transcriptional activity of mutant p53 | H1299 p53-A138V BP100-luciferase reporter, luminescence, 24 h | Potency, µM (highest dose often 92.2 µM), inactives show at the top dose activity change, positive = activation, hits mostly activators | actives 0.063% (n = 320,000); note: potency is the fitted concentration of half-maximal effect; % of control where 0% means no effect; nearly all actives have a fitted effect of over 45% in size
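H1299 (p53-null), stable ts p53-A138V + BP100-Luc; 1000 cells/well, Opti-MEM/10% FBS; cpd 4 pt, 1:5; 24 h, 37 deg C, 5% CO2; detection reagent 10 min RT; luminescence.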
Numbers without * were called inactive; ? = inconclusive; · = no result given; [ ] = dose if it differs, or a comment. Unless noted, calls come from the whole dose curve; as a rule, active = well fitted curve in the direction sought with a large enough effect; inconclusive = small, poorly fitted or top-dose-only effect, or another doubt; inactive = no such curve, though single readings can be large; an effect the other way counts as inactive or inconclusive.

SMILES	RORgamma inh	VP16 counter	ELG1 genotoxic	Menin-MLL TR inh	Giardia kill	Rab9 promoter act	PKM2 act	BRCA1 expr up	FLuc modulator	NPC1 promoter act	p53 reactivation
O=[N+]([O-])c1ccccc1S(=O)(=O)Oc1ccc(/C=N/n2cnnc2)cc1	15%	-1%	0%	18%	-81*	-2%	17%	-22%	1%	1%	8%
O=c1[nH]c(/C(Cl)=C/c2cccc(C(F)(F)F)c2)nc2cc(Cl)ccc12	2%	-7%	2%	2%	0	1%	2%	-36%	2%	9%	-7%
COCCNc1cc(-c2ccccc2)nc2cc(-c3cccc(F)c3)nn12	·	·	-11%	55%[activator]	12	-1%	3%	-2%	?	-7%	·
CCCSc1nc(=S)n(Cc2ccccc2)c(C)c1C(C)=O	14µM*	?	-7%	13%	-17	-11%	6%	0%	-2%	-2%	-4%
CC(NC(=O)CCC(=O)NC(C)C1COc2ccccc2O1)C1COc2ccccc2O1 (centres undefined)	28%	-22%	-6%	2%	2	4%	-3%	-25%	0%	3%	-18%
CCOC(=O)CSc1nnc(Cn2c(=O)sc3ccccc32)n1-c1ccccc1C	-5%	-3%	2%	3%	-13	2%	-3%	5%	7%	-5%	-6%
O=C(C1=C[C@H](C2CCCCC2)C[C@H](OCc2ccc(CO)cc2)O1)N1CCN(Cc2ccc3c(c2)OCO3)CC1	3%	-12%	-3%	?	5	13%	2%	-13%	-1%	3%	1%
COc1ccccc1NC(=O)c1cnc(Nc2ccccc2OC)c2ccccc12	24%	7%	0%	-10%	3	-22%	1%	-72%	-1%	-22%	10%
O=C(O)CCC(=O)NNC(=O)CCC1CCCCC1	-26%	3%	-1%	-6%	14	3%	-3%	8%	-2%	1%	-9%
C/C(=N/N=C1/NC(=O)CC(C(=O)O)S1)c1ccccc1 (centres undefined)	-18%	2%	0%	-11%	7	-1%	2%	19%	-4%	-3%	-6%
CC(C)OC(=O)c1c2nc3ccccc3nc2n2c1[nH]c(=O)c1ccccc12	-35%	7%	-19%	8%	·	2%	-3%	·	1%	-3%	-8%
Cc1cc(NC(=O)CCC(=O)N(c2ccc(F)cc2)C2(C(=O)NC3CCCCC3)CCCC2)no1	23%	-11%	-11%	-11%	13	-2%	-1%	-40%	-1%	0%	-4%
NC(=O)COc1c(-c2ccccc2)oc2ccccc2c1=O	-11%	-19%	-8%	-22%	10	-1%	1%	2%	4%	0%	-6%
CC(=O)c1ccc(N=C2SCCCN2C(=O)C2CCCC2)cc1	25%	-3%	2%	-22%	1	29%	-6%	2%	1%	0%	6%
CC(C)N(CC(N)=O)c1ncnc2sc(-c3ccccc3)cc12	16%	-7%	2%	-1%	-6	0%	·	-32%	-10%	-1%	-8%
COc1ccc(NC(=O)C(C)N2c3cccc4cccc(c34)S2(=O)=O)cc1OC (centres undefined)	?	?	4%	3%	5	-16%	2%	-69%	1%	-8%	-17%
CC1=C(C#N)C(c2ccc(O)cc2)C2=C(CCCC2=O)N1 (centres undefined)	-24%	0%	0%	2%	-4	-2%	3%	-1%	-3%	-6%	2%
O=C(COc1ccc2ccc(=O)oc2c1)NC1CCCC1	-31%	11%	4%	·	?	1%	0%	0%	-1%	0%	5%
CC1CCCN(S(=O)(=O)c2ccc(C(=O)Nc3nnc(-c4ccccc4Cl)o3)cc2)C1 (centres undefined)	0.1µM*	0.16µM*	-19%	?	0	-38%[inhibitor]	3%	-77%	-1%	-30%[inhibitor]	-1%
O=C(NN1C(=O)C2C3C=CC(C4CC34)C2C1=O)c1ccc(Cl)c(Cl)c1 (centres undefined)	?	-2%	-1%	4%	-21	5%	-2%	10%	-1%	-3%	16%

Arranged by heavy-atom count (lowest first): eight of the compounds above
SMILES	RORgamma inh	VP16 counter	ELG1 genotoxic	Menin-MLL TR inh	Giardia kill	Rab9 promoter act	PKM2 act	BRCA1 expr up	FLuc modulator	NPC1 promoter act	p53 reactivation
C/C(=N/N=C1/NC(=O)CC(C(=O)O)S1)c1ccccc1 (centres undefined)	-18%	2%	0%	-11%	7	-1%	2%	19%	-4%	-3%	-6%
O=C(COc1ccc2ccc(=O)oc2c1)NC1CCCC1	-31%	11%	4%	·	?	1%	0%	0%	-1%	0%	5%
NC(=O)COc1c(-c2ccccc2)oc2ccccc2c1=O	-11%	-19%	-8%	-22%	10	-1%	1%	2%	4%	0%	-6%
CC(=O)c1ccc(N=C2SCCCN2C(=O)C2CCCC2)cc1	25%	-3%	2%	-22%	1	29%	-6%	2%	1%	0%	6%
O=C(NN1C(=O)C2C3C=CC(C4CC34)C2C1=O)c1ccc(Cl)c(Cl)c1 (centres undefined)	?	-2%	-1%	4%	-21	5%	-2%	10%	-1%	-3%	16%
COc1ccc(NC(=O)C(C)N2c3cccc4cccc(c34)S2(=O)=O)cc1OC (centres undefined)	?	?	4%	3%	5	-16%	2%	-69%	1%	-8%	-17%
CCOC(=O)CSc1nnc(Cn2c(=O)sc3ccccc32)n1-c1ccccc1C	-5%	-3%	2%	3%	-13	2%	-3%	5%	7%	-5%	-6%
CC1CCCN(S(=O)(=O)c2ccc(C(=O)Nc3nnc(-c4ccccc4Cl)o3)cc2)C1 (centres undefined)	0.1µM*	0.16µM*	-19%	?	0	-38%[inhibitor]	3%	-77%	-1%	-30%[inhibitor]	-1%

Full records, quoted from the list. Screens in order: RORgamma inh, VP16 counter, ELG1 genotoxic, Menin-MLL TR inh, Giardia kill, Rab9 promoter act, PKM2 act, BRCA1 expr up, FLuc modulator, NPC1 promoter act, p53 reactivation
`C/C(=N/N=C1/NC(=O)CC(C(=O)O)S1)c1ccccc1` (centres undefined) is listed with -18%, 2%, 0%, -11%, 7, -1%, 2%, 19%, -4%, -3%, -6%
`CC(C)OC(=O)c1c2nc3ccccc3nc2n2c1[nH]c(=O)c1ccccc12` is listed with -35%, 7%, -19%, 8%, ·, 2%, -3%, ·, 1%, -3%, -8%

Some of the compounds tested; the hit share may differ from the screen's.
